High-throughput results (PubChem BioAssay)
Epigenetic derep = epigenetic control regulation, reporter derepression; murine LDR cells, GFP reporter derepression, 30 h; 280,000 tested, 0.2% active; Potency, µM (top dose mostly 53.9 µM), inactives show top-dose GFP activation, actives largely listed as activators; note: potency is the fitted concentration of half-maximal effect; % of control where 0% means no effect; nearly all actives have a fitted effect of over 60% in size
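Derepression of a silenced CMV-GFP reporter in murine LDR cells is scored by enumerating GFP-positive cells with a laser-scanning microplate cytometer after 30 hours of treatment at 37 C.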
Luc counter = Kinase-Glo luciferase inhibition (counter-screen). Q27757. Kinase-Glo luciferase, ATP luminescence, 8 min. Potency, µM (highest dose often 38.3 µM), for the others: top-dose activity change, negative = inhibition, hits mostly inhibitors. 200,000 tested, 0.28% active. AID 1379; note: potency is the fitted concentration of half-maximal effect; % is set by controls: 0 for no effect and ±100 for the full control effect; nearly all actives have a fitted effect of over 60% in size
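Kinase-Glo luciferase light output from ATP and luciferin was measured with 10 uM ATP, within the enzyme's linear range. Buffer: 50 mM imidazole pH 7.2, 50 mM KCl, 7 mM MgCl2, 0.01% Tween 20, 0.05% BSA; luminescence read after 8 min at ambient temperature.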
LMNA splice mod = changes lamin A minigene splicing in HeLa cells | HeLa LMNA splicing GFP/RFP minigene ratio, 48 h | Potency, µM (titrated, usually from 46.1 µM), for inactives: at the highest dose ratio change, negative = inhibition, usual class: inhibitors | 200,000 tested, 0.01% active | AID 1487; active = well fitted inhibition curve with a large enough effect in the signal ratio, with a control signal flat, not every such curve was filed as active; inconclusive = small, poorly fitted or top-dose-only effect, or effect the other way, or a change in a side signal; the % refers to the signal ratio; note: potency is the fitted concentration of half-maximal effect; % is set by controls: 0 for no effect and ±100 for the full control effect
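S3 HeLa stable clones carrying a lamin A-EGFP splicing minigene plus DsRed2 were seeded at 600 cells/well in Opti-MEM with 2% FBS, pin-dosed and incubated 48 h at 37°C. Acumen cytometry (488 nm) gave the GFP/RFP total-intensity ratio.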
IMPase Li inh = IMPase inhibition in cells with lithium potentiation; CHO-M1 cells, IP1 TR-FRET (IP-One), carbachol + lithium; 210,000 tested, 0.35% active; AID 1457; Potency, µM (top dose mostly 59.4 µM), inactives show at the top dose activity, negative = IMPase inhibition, hits mostly inhibitors;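 note: IP1 builds up when IMPase is blocked and the TR-FRET signal falls; potency is the fitted concentration of half-maximal effect; plate controls were basal vehicle for no effect and high inhibitor control for full effect; nearly all actives have a fitted effect of over 50% in size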
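CHO cells stably expressing M1 receptor (2000/well) were cultured 16–30 h, then exposed to compounds with a small lithium addition for 30 min at 37C. IP1 was measured by TR-FRET competition; AC50 from Hill fits.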
NPSR antagonist = blocks cAMP signaling of the human neuropeptide S receptor | 220,000 tested, 1% active | CHO-NPSR cells, cAMP TR-FRET, antagonist mode | Potency, µM (highest dose often 38.3 µM), for the others: top-dose activity change, negative = inhibition, actives largely listed as inhibitors; note: potency is the fitted concentration of half-maximal effect; % is set by controls: 0 for no effect and ±100 for the full control effect; nearly all actives have a fitted effect of over 50% in size; many of its hits are not listed in these tables
Target sequence (Q6W5P4 whole entry, looked up): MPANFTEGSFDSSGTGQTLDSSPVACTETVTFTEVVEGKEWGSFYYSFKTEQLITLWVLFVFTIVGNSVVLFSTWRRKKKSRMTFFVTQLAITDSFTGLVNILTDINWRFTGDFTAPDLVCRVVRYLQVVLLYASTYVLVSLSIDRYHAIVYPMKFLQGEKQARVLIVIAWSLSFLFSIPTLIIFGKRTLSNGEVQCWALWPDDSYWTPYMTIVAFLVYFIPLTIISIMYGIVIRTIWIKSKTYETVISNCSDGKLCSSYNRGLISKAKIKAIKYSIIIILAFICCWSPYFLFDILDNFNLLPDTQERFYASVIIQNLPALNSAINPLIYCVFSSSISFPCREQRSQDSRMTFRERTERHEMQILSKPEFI
CBFb RUNX1 block = blocks binding between human CBF-beta and RUNX1 | Q01196+Q13951 | AlphaScreen CBFb-His/RUNX1-biotin binding, biochemical | Potency, µM (doses to about 59.8 µM), inactives show at the top dose activity, negative = inhibition, most hits filed as inhibitors | 230,000 tested, under 10 active | AID 1477; note: % of control where 0% means no effect
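Interaction loss through any mechanism counts as activity. Pre-formed complex of His-CBF-beta and biotin-RUNX1 (30 nM apiece) is incubated with compound 15 min, then with 50 ng nickel and 50 ng streptavidin beads for 90 min before AlphaScreen detection.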
aGal spleen mod = inhibits or activates alpha-galactosidase in human spleen homogenate; human spleen homogenate, 4MU-alpha-Gal fluorescence, 40 min; Potency, µM (highest dose often 80 µM), for inactives: at the highest dose activity change, negative = inhibition, most hits filed as inhibitors; 240,000 tested, 0.008% active; AID 2107;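 note: potency is the fitted concentration of half-maximal effect; 0% = enzyme with vehicle and -100% = no enzyme basal signal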
Target sequence (P06280 32-429 limits assumed): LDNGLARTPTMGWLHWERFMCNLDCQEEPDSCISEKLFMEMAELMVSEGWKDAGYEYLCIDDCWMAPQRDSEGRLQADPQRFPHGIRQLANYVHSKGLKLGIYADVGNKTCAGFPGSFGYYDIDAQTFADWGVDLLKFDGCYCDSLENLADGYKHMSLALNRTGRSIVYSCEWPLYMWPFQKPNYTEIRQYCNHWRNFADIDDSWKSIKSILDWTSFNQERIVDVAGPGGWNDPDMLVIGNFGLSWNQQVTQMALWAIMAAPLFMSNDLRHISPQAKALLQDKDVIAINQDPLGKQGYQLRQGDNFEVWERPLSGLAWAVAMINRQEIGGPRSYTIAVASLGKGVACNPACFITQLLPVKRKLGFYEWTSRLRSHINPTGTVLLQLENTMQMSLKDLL
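Human spleen homogenate (1 ug) was the enzyme source, with 4-methylumbelliferyl-alpha-D-galactopyranoside (1 mM final) in pH 5.0 citrate buffer with 0.01% Tween-20. Compounds were titrated; after 40 min at 37C, NaOH/glycine stop, 4-MU fluorescence read; AC50 from Hill fits.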
The depositor's hits bear a star; ? = inconclusive; . = no result given; & = joins results of further samples; [ ] = dose if it differs, or a comment. Unless noted, calls come from the whole dose curve; as a rule, active = well fitted curve in the direction sought with a large enough effect; inconclusive = small, poorly fitted or top-dose-only effect, or another doubt; inactive = no such curve, though single readings can be large; an effect the other way counts as inactive or inconclusive. Some of the compounds tested; count on the stated rates, not on these rows.

Order of values: Epigenetic derep, Luc counter, LMNA splice mod, IMPase Li inh, NPSR antagonist, CBFb RUNX1 block, aGal spleen mod
CCCCc1nnc(NC(=O)CCSc2ccccc2)s1
    0.0%, -1%, -12%, 28%[38.3 µM], -3%[46.1 µM], -1%, 0%
COc1ccc(Cn2c(C(C)C)nc3sc4ccccc4c(=O)c3c2=O)cc1
    -1.2%, ., ., ., -43%, 1%, 5%
COc1ccc2c(COC(=O)CC3Sc4ccccc4NC3=O)cc(=O)oc2c1 (configuration not stated)
    ?, -3%, -18%, ?, 6%, -12%, 2%
O=C(/C=C/c1ccccc1[N+](=O)[O-])NCc1cccnc1
    -0.1%, 0%, -6%, -1%, 5%, 1%, 1%
COc1ccc(-c2cc(-c3ccccc3)n[nH]2)c(O)c1
    0.3%[10.1 µM], 0%, ?, -4%, -24%, -6%, -3%
Cn1nnnc1SCC(=O)N1CCN(c2ccccc2)CC1
    0.0%, 1%, 0%, 12%[38.3 µM], -5%[46.1 µM], 8%, -1%
CCCOc1ccc(C(=O)NC(=S)NNC(=O)c2c(-c3ccccc3)noc2C)cc1
    -1.0%, ., ., ., 41%, -23%, 0%
CC[C@H](C)C(=O)O[C@H]1C[C@H](O)C=C2C=C[C@H](C)[C@H](CC[C@@H](O)C[C@@H](O)CC(=O)O)[C@H]21
    6.4%, 0%, ., -5%, ., 5%, -4%
Cc1cc(C)nc(N/N=C/c2cc(C)n(CC(F)(F)F)c2C)n1
    -1.4%, 4%, ., 5%, -16%, -10%, 0%
Cc1cc(C)n(-c2cc(-c3ccccc3)nc(C)n2)n1
    -1.0%, 2%, -7%, 28%[38.3 µM], 19%[46.1 µM], 5%, 2%
Cc1oc2cc(OC(=O)c3ccco3)ccc2c(=O)c1-c1nc2ccccc2n1C
    0.1%, -4%, -14%, -2%, 5%, 14%, -4%
O=C(c1cccc(C(F)(F)F)c1)N1CCCCCC1
    -2.2%, 2%, ?, 3%, 1%[46.1 µM], 1%, 0%
O=C(OCc1cc2ccccc2[nH]c1=O)c1ccncc1
    1.8%, -2%, -9%, 4%, -15%[46.1 µM], -1%, 0%
COC/C=C/C1=CC2=CC(=O)C(C)(OC(=O)c3cnc4ccccc4n3)C(=O)C2=CN1c1ccccc1 (configuration not stated)
    4.8%, -2%[7.66 µM], -9%[9.22 µM], 10%, 1%, ?, 0%[17.5 µM]
COCCn1c(=O)c(-c2cc(F)cc(F)c2)nc2cnc(Oc3ccc(OC)cc3)nc21
    ., -6%, ., 1%, ., ., -19%
CCOC(=O)c1ccc(NC(=S)NN2CCN(C)CC2)cc1
    0.5%, 3%, -1%[46 µM], -3%, 5%, 15%, 7%
O=C1c2cccnc2C(=O)N1C1CCCCC1
    2.0%, -3%, 7%, -14%[38.3 µM], 4%[46.1 µM], -4%, 3%
CC(OC(=O)c1ccco1)C(=O)Nc1ccc(Cl)cn1 (configuration not stated)
    -5.4%, 1%, 8%[46 µM], 7%, 1%, 15%, 7%
C=CCn1c(Br)nc2c1c(=O)[nH]c(=O)n2C
    0.0%, -3%, 1%, 17%[38.3 µM], -3%[46.1 µM], 6%, 5%
COC(=O)C1CCN(c2ccc(Cl)nn2)CC1
    -1.3%, 5%, ., -2%, 4%, 14%, 2%
O=C1NC2(CCCCCC2)N=C1c1ccc(F)cc1
    -1.6%, 6%, 2%, 19%[38.3 µM], 6%[46.1 µM], 2%, -1%
COCCSc1ccccc1C(=O)NCc1ccc2c(c1)OCO2
    -1.1%, 2%, 11%, -13%[38.3 µM], -2%[46.1 µM], 1%, 3%
CCOC(=O)c1c(-c2ccc(C)cc2)csc1NC(=O)c1ccc(N2C(=O)CCC2=O)cc1
    0.0%, -4%, -7%, -2%, 8%, 6%, 18%
CO/N=C/c1ccc(Oc2ccc(C)cc2)c([N+](=O)[O-])c1
    -0.5%, -2%, 10%[46 µM], 12%, -24%, -8%, 5%
COc1cccc(/C=N/n2c(SC)nnc2-c2ccccc2)c1O
    2.7%, -3%, ?, -21%[38.3 µM], 0%[46.1 µM], -2%, -10%
CCCCN(CC)CCCNC(=O)c1cn(CC)c2ccc(S(=O)(=O)N3CCc4ccccc4C3)cc2c1=O
    3.0%&3.5%, -3%, ?, 19%, -38%, 6%, -2%
Cc1noc(NS(=O)(=O)c2ccc(N/C=C/C(=O)c3cccnc3)cc2)c1C
    0.0%, -1%, 13%, 7%[38.3 µM], 15%[46.1 µM], 8%, -5%
CCOC(=O)C1=C(C)NC(=S)N(C(C)=O)C1c1ccc(OC)c(OC)c1 (configuration not stated)
    8.5%, ., ., ., 3%, 9%, -1%
Cc1ccccc1Oc1ccc(S(=O)(=O)NCCC(=O)O)cc1
    -0.9%, 3%, -11%, 1%, -8%[46.1 µM], 1%, 1%
N/C(=N\c1nc2c(c(=O)[nH]1)CCC2)Nc1ccccc1
    0.0%, -1%, -2%, 9%, 4%, 16%, 1%
CC(C)(CSc1ncccn1)NS(=O)(=O)c1ccccc1
    0.3%, 2%, ., 6%, 6%, 2%, -4%
COc1cc(C(=O)NCc2ccc(C)cc2)ccc1OCc1c(C)noc1C
    -1.0%, 0%, 7%, 4%[38.3 µM], -13%[46.1 µM], 0%, -10%
O=C1CC(N2CCOCC2)C(=O)N1c1ccccc1Cl (configuration not stated)
    -6.3%, -2%, -10%, 14%[38.3 µM], -6%[46.1 µM], 9%, -5%
COc1ccc(N2CCN(C(=O)C3CCN(S(=O)(=O)c4ccc(C)cc4)CC3)CC2)cc1
    4.7%, 3%, ., 6%, -14%, -1%, -4%
CCCC(c1nnnn1CCOC)N1CCN(c2nc3ccccc3s2)CC1 (configuration not stated)
    0.0%, 2%, ., 9%, -25%, -10%, 2%
CCOc1cc(S(=O)(=O)Nc2ccc(Cl)cn2)ccc1F
    -2.1%, -1%, -7%, 4%[38.3 µM], -6%[46.1 µM], 1%, -3%
CCN=C1SC(CC(=O)Nc2sc(C)c(C)c2C(=O)OC)C(=O)N1CC (configuration not stated)
    -1.1%, -6%, 1%, 4%[38.3 µM], -25%[46.1 µM], ?, -6%
O=C(/C=N/O)Nc1ccccc1
    0.5%, -1%, -3%, 7%[38.3 µM], ?, 1%, 4%
Cc1cccc(NC(=O)CCN2C(=O)c3ccccc3C2=O)n1
    -0.2%, -4%, 4%, 2%[38.3 µM], 19%[46.1 µM], -6%, 16%
CCOC(=O)n1c(SCC(=O)N(CC)CC)nc2ccccc21
    -1.1%, 0%, 5%, 29%[38.3 µM], -12%[46.1 µM], 5%, 0%

A draw from above in order of length of the SMILES, low to high:
Order of values: Epigenetic derep, Luc counter, LMNA splice mod, IMPase Li inh, NPSR antagonist, CBFb RUNX1 block, aGal spleen mod
COCCSc1ccccc1C(=O)NCc1ccc2c(c1)OCO2
    -1.1%, 2%, 11%, -13%[38.3 µM], -2%[46.1 µM], 1%, 3%
Cc1noc(NS(=O)(=O)c2ccc(N/C=C/C(=O)c3cccnc3)cc2)c1C
    0.0%, -1%, 13%, 7%[38.3 µM], 15%[46.1 µM], 8%, -5%
COc1ccc(N2CCN(C(=O)C3CCN(S(=O)(=O)c4ccc(C)cc4)CC3)CC2)cc1
    4.7%, 3%, ., 6%, -14%, -1%, -4%

More results
Order of values: Epigenetic derep, Luc counter, LMNA splice mod, IMPase Li inh, NPSR antagonist, CBFb RUNX1 block, aGal spleen mod
CCCCOC(=O)c1ccc(NC(=O)c2cc(Cl)ccc2OC)cc1
    0.0%, 0%, -4%, 38%[activator][38.3 µM], -25%[46.1 µM], 13%, -3%
Cc1ccc(S(=O)(=O)CCNC(=O)Cc2ccc(Cl)cc2)cc1
    -1.5%, -1%, 13%[46 µM], 4%, 1%, -2%, 10%
NC(=S)NNC(=S)Nc1ccccc1
    -1.1%, -6%, ?, 6%, -1%, 1%, -3%
CC1=C2C(O)C(=O)OC3CC4C(C)(C)C(=O)C=C[C@]4(C)C(CC1)[C@@]23C (some centres not stated)
    -0.5%, -4%, ., 7%, ., 5%, 8%
CCN(CC)C(=O)C1CC(=O)OC12CCCCC2 (configuration not stated)
    -1.2%, 5%, -7%, -1%, -12%[46.1 µM], 8%, -1%
COc1ccc(C(=O)N2CCCC(C(=O)N3CCN(c4ccccc4)CC3)C2)cc1 (configuration not stated)
    1.1%, ., ., ., -3%, 11%, 1%
NCCc1ccc(O)c(O)c1
    -0.1%&0.0%&0.4%&-0.3%&-2.4%, -4%&-1%&-2%&-3%, ?, -4%&-5%&4%&11%&4%, -8%[46.1 µM], ., -1%&-16%&13%&8%&-17%
O=C(COc1ccc(Br)cc1Cl)Nn1cnnc1
    -0.1%, -4%, ., 6%, -2%, 4%, -2%
Cc1nn2c(c1-c1ccc(Cl)cc1)N=C(c1ccco1)CC2c1ccccc1 (configuration not stated)
    14%, -2%, 15%, 28%[38.3 µM], -25%[46.1 µM], -24%, -4%
COC(=O)c1[nH]c2cc(OC)c(OC)cc2c1NC(=O)c1cccc(OC)c1
    -2.4%, -4%, ?, 11%[38.3 µM], -27%[46.1 µM], -8%, -1%
Cc1ccnc(NS(=O)(=O)c2ccc(NC(=O)COc3ccccc3)cc2)n1
    2.2%, 0%, ., -6%, -9%, -6%, -1%
CCOCCCNC(=O)/C(C#N)=C/c1ccccc1F
    2.5%, -1%, ., -5%, 21%, -1%, -7%
Cc1ccc(C(=O)c2cc3c(cc2N)OCCO3)cc1
    -0.8%, -1%, ?, 34%[activator][38.3 µM], -5%[46.1 µM], ?, 2%
CC1(C)C2([N+](=O)[O-])CN3CC1([N+](=O)[O-])CN(C2)C3c1ccc(O)c(O)c1 (configuration not stated)
    1.8%, ., ., ., 9%, 0%, -8%
Cc1ccc(CNc2ccc3c(c2)OCO3)c(C)c1
    ?, -2%, 6%, -1%[38.3 µM], -2%[46.1 µM], -29%, 9%
Cc1nn(-c2ccccc2)c(C)c1C(=O)OCC(=O)N1CC(=O)Nc2ccccc21
    -0.1%, 0%, 7%, 6%[38.3 µM], -14%[46.1 µM], -6%, 4%
CCOc1ccc(NC(=O)C2CCCN(C(=O)NCc3ccccc3)C2)cc1 (configuration not stated)
    1.2%, 3%, -15%, 10%, -10%[46.1 µM], 7%, -4%
CCCCN(c1ccccc1)S(=O)(=O)c1cccc(C(=O)O)c1
    -1.5%, 4%, 3%[46 µM], -4%, -24%, 2%, -6%
